Screening data: PubChem BioAssay, several laboratories
NS5 inhibitors: flavivirus cap methylation enzyme inhibition – biochemical, confirmation dose response, primary screen (AID 588689); Dengue-2 NS5 methyltransferase capping enzyme assay, biochemical; higher % means a stronger effect; one-dose inhibition, % at 25 µM; IC50 in µM for titrated hits; 340,000 compounds, 0.3% hits; in the data active means a potency from the dose series; inconclusive means inhibition above about 29% without an active follow-up result
AID2073: disruptors of CaV2.2 binding to Mint1 – biochemical, HTRF (AID 2073); HTRF protein-protein interaction, Mint1-CaV2.2; higher % means a stronger effect; inhibition, % at 20 µM, or IC50 in µM where a hit was titrated; 290,000 compounds, 0.19% hits; in the data active means inhibition mostly above about 51%, no sharp cut-off; inconclusive means no clear call, values can overlap the other calls; inactive means mostly below about 53%; further: some results filed as inactive read as strong as hits
West Nile virus CPE: West Nile virus antiviral activity, cell-based, CPE readout (AID 1621); West Nile virus-infected cells, CPE inhibition; higher % means a stronger effect; CPE inhibition, % at 10 µM, or IC50 in µM where a hit was titrated; 290,000 compounds, 0.02% hits; in the data active means a potency from the dose series; inconclusive means CPE inhibition mostly from about 3.7% at the one dose, without a potency; inactive means the rest, 99 in 100 with CPE inhibition below about 2.2%; further: strong numbers were not always called active
UTI89 phage lysis: protection from phage-mediated lysis, alamar blue read-out – E. coli UTI89, K1F phage, bacterial capsule biogenesis inhibitors (AID 488966); E. coli UTI89 K1F phage lysis, alamar blue, 2 h; higher % means a stronger effect; inhibition, % at 100 µM, or IC50 in µM where a hit was titrated; 340,000 compounds, 0.02% hits;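 active means phage lysis inhibition, versus mean bacterial control, above a set limit; inconclusive means no clear call, values can overlap the other calls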;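 further: capsule biogenesis inhibitors block K1F phage lysis so surviving cells raise fluorescence; higher fluorescence means more inhibition of phage lysis; actives were called in the ten point dose series up to 300 µM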
RSV CPE inhibition: RSV antiviral activity via CPE protection, HEp-2 cells, primary 10 µM value included (AID 2391); 310,000 compounds, 0.13% hits; HEp-2 cells, RSV-induced CPE inhibition; higher % means a stronger effect; one-dose CPE inhibition, % at 10 µM; IC50 in µM for titrated hits; in the data active means a potency from the dose series; inconclusive means CPE inhibition mostly from about 23% at the one dose, without a potency; inactive means the rest, 99 in 100 with CPE inhibition below about 21%; further: strong numbers were not always called active
Large T inhibition: TAg ATPase/helicase activity blockers – biochemical (AID 1903) | SV40 large T antigen ATPase/helicase inhibition assay; higher % means a stronger effect | one-dose inhibition, % at 20 µM; IC50 in µM for titrated hits | 310,000 compounds, 0.39% hits; in the data active means a potency from the dose series; inconclusive means inhibition mostly from about 32% at the one dose, without a potency; inactive means the rest, 99 in 100 with inhibition below about 32%; further: strong numbers were not always called active
NTR1 ag: agonists of NTR1, primary screen, imaging, U2OS cells, beta-arrestin-GFP, high content (AID 493036) | P30989 | activation, % at 20 µM | NTR1-U2OS beta-arrestin-GFP spot imaging, agonist mode | 330,000 compounds, 0.17% hits;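 active means activation at or above 40% of the spot to cytoplasm intensity ratio, with at least 20 cells analyzed; inconclusive means wells under 20 cells, flagged as cytotoxic or low count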;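 further: 0% = DMSO without peptide and 100% = 100 nM NTR1 peptide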
Target sequence (P30989 whole entry, looked up): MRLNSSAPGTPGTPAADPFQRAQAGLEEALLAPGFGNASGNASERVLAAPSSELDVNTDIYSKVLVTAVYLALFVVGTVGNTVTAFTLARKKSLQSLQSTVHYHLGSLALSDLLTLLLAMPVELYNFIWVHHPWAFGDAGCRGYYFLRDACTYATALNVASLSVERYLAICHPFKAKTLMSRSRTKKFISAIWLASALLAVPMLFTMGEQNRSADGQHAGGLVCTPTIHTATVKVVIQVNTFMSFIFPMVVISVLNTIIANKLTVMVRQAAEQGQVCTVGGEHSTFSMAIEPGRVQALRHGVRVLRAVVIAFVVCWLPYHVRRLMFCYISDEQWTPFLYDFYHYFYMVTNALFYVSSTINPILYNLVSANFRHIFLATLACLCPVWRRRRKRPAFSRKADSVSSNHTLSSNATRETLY
SIAH1 antagonists: blockers of Siah-1 interaction with plectin peptide – biochemical, fluorescence polarization, rhodamine-plectin, uHTS, primary screen (AID 1817); 290,000 compounds, 0.02% hits; Siah-1 / rhodamine-plectin peptide fluorescence polarization; higher % means a stronger effect; displacement, % at 20 µM, or IC50 in µM where a hit was titrated;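 active means displacement of at least 50% at 20 µM, with a fluorescence ratio check between 0.3 and a set limit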;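 further: plate controls were Siah plus tracer with DMSO for no effect and tracer alone without Siah for full effect; strong numbers were not always called active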
MgcRacGAP inhibition: MgcRacGAP GTPase-activating activity inhibitors, confirmation, biochemical, ADP Hunter fluorescence. inhibition, % at 30 µM; hits with a dose series show IC50 in µM. 340,000 compounds, 0.6% hits. AID 624330. MgcRacGAP-stimulated Rac1 GTP hydrolysis, ADP Hunter fluorescence; higher % means a stronger effect; GST-tagged Rac1 F28L mutant substrate;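 active means first-screen hits whose inhibition reached a set limit at any dose in the follow-up dose series; inconclusive means inhibition above the set first-screen limit but never retested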;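 further: fluorescence reports GDP produced by GAP-driven GTP hydrolysis; strong numbers were not always called active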
NTR1 ag cell count 20 µM: recorded beside NTR1 ag, whose call it bears; cell count; measured here: cell count, cytotoxicity flag
NS5 inhibitors pilot replicate: further read-out of NS5 inhibitors, marked with its call; inhibition, %; measured here: pilot screen replicate inhibition
An asterisk follows results filed as active; i = inactive; ? = inconclusive; / = no result given; [ ] = remark or other dose.

SMILES	NS5 inhibitors	AID2073	West Nile virus CPE	UTI89 phage lysis	RSV CPE inhibition	Large T inhibition	NTR1 ag	NTR1 ag cell count 20 µM	SIAH1 antagonists	MgcRacGAP inhibition	others
O=C(NCc1cccs1)C1CC(=O)N(C2CCCC2)C1 (stereo unspecified)	-1%	-1%	0.1%	2.3%	0.4%	7%	-1.3	48	-5%	-7%
CCOc1ccc(NC(=O)CN(C)C(=O)c2ccc(C)o2)cc1OCC	-2%	12%	-0.5%	0.2%	1.7%	-2%	-2.2	97	2%	/
COc1cc(Br)c(CC(=O)NNC(=O)c2ccc(F)cc2)cc1OC	2%	/	/	1.2%	/	/	3.3	68	/	1%
O=C(COC(=O)c1cc(Cl)ccc1O)NNC(=O)c1ccccc1F	-4%	/	/	-2.1%	/	/	5.8	56	/	-1%
Cc1[nH]c(=O)[nH]c(=O)c1S(=O)(=O)Nc1ccc(F)c([N+](=O)[O-])c1	-4%	9%	-0.3%	0.4%[50 µM]	0.4%	20%	-1.0	82	0%	9%
O=C1Nc2ccc(F)cc2C12OCCO2	-7%	-5%	0.6%	0.3%	1.4%	5%	1.7	94	0%	2%
COc1ccc(C(C)NC(=O)C23CC4CC(CC(C4)C2)C3)cc1 (stereo unspecified)	-10%	-3%	-0.9%	-0.5%	3.0%	9%	-0.3	66	8%	-8%
COc1cc2cnc(-c3ccccc3)c(-c3ccc([N+](=O)[O-])cc3)c2cc1OC	6%	/	/	1.3%	6.4%	/	5.4	61	/	3%
CCn1c(SCc2ccc(OC)cc2)nnc1-c1ccncc1	1%	-3%	-0.5%	4.0%	4.8%	6%	0.4	46	0%	2%
COC(=O)C1=CO[C@@H](O[C@@H]2O[C@H](CO)[C@@H](O)[C@H](O)[C@H]2O)C2C1CC(O)O[C@H]2C (stereo partly specified)	-7%	/	/	2.7%	/	/	-1.1	55	/	8%
COC(C[C@@H]1O[C@H]1[C@H](O)COCc1ccccc1)OC	-1%	8%	-0.1%	2.7%	/	/	0.4	37	14%	7%
O=C(Nc1nc(-c2cccs2)c(C(=O)C(F)(F)F)s1)c1ccco1	-6%	16%	-0.4%	i	15%	5%	0.9	49	11%	8%
Cc1sc2ncn(CC(=O)NCc3ccccn3)c(=O)c2c1S(=O)(=O)N1CCOCC1	-4%	4%	-0.3%	0.8%	1.8%	-1%	0.3	82	8%	4%
COc1cc(/C=C/c2ccc3c([N+](=O)[O-])cccc3n2)ccc1OCC(=O)O	14%	7%	0.0%	0.1%	-1.1%	17%	1.1	69	12%	15%
CC(C)OC(=O)/C(C#N)=C/c1cn(Cc2ccccc2)c2ccccc12	1%	8%	-0.2%	3.1%	4.9%	3%	3.6	48	3%	5%
O=C(Oc1ccccc1C(=S)N1CCOCC1)c1cccc([N+](=O)[O-])c1	-5%	-5%	-0.5%	0.0%	1.4%	10%	0.2	42	9%	4%
C#CCOCCOCCOCCNc1nc(N2CCN(C(=O)[C@H](C)n3cc(CCCN=C(N)N)nn3)CC2)nc(N2CCN(C(=O)[C@H](Cc3ccc(O)cc3)n3cc(CCO)nn3)CC2)n1	/	-19%	/	/	0.9%	-5%	0.8	53	-6%	/
NS(=O)(=O)c1ccc2nc(NC(=O)C3CCCO3)sc2c1 (stereo unspecified)	-7%	-1%	0.4%	-0.1%	0.9%	-1%	-1.0	60	5%	4%
COc1ccccc1-c1nnc(SCC(=O)NCc2ccco2)n1N	-10%	-6%	0.4%	0.8%	3.6%	3%	-1.4	39	3%	5%
COc1ccc(CNC(=O)CCC(=O)Nc2nnc(CC(C)C)s2)cc1	-2%	49%	0.2%	-1.2%	5.4%	10%	0.4	54	2%	9%
C=CCc1c(C)nc2c(C(=O)O)cnn2c1C	-4%	9%	0.4%	0.4%	0.6%	2%	-0.9	61	3%	10%
Cc1ccc(C)c(OCc2cc(C(=O)NC(C)c3cnn(C)c3)no2)c1 (stereo unspecified)	-5%	-3%	-0.3%	0.1%	0.6%	7%	0.4	50	13%	7%
O=C(CC1CC2CCC1C2)OCC(=O)c1c[nH]c2ccccc12 (stereo unspecified)	0%	-2%	-0.1%	1.3%	3.0%	-1%	2.5	63	-4%	9%
COc1ccc(C)cc1NCc1ccc([N+](=O)[O-])cc1	/	7%	0.0%	1.8%	0.7%	8%	-0.6	68	6%	20%
CCCCOc1ccc(C(=O)NCCCC(=O)N2CCCCC2)cc1	-5%	-10%	-0.6%	1.5%	2.8%	4%	3.5	57	-3%	0%
CC1=NNC(=O)C1CCC(=O)N/N=C/c1ccc(Cl)cc1Cl (stereo unspecified)	11%	15%	0.0%	0.2%	1.2%	21%	-0.9	56	10%	3%
COc1cc(NC(=S)N2CCN(C)CC2)c(OC)cc1Cl	-5%	-7%	-0.1%	0.2%	3.3%	4%	1.1	105	-1%	14%
Cc1nc2ncnn2c(C)c1CCC(=O)N1CC(C)CC(C)C1 (stereo unspecified)	1%	-4%	-0.1%	0.2%	1.6%	9%	-2.2	84	1%	6%
COc1cc2nc(Nc3ccc(F)cc3)nc(N)c2cc1OC	3%	-7%	-1.3%	0.5%	3.8%	7%	0.3	98	2%	6%
Cc1ccccc1NC(=O)c1nc2nccc(C)n2n1	-8%	0%	0.2%	0.3%	0.6%	8%	-1.7	61	-5%	2%

The final 2 compounds of the section above come first, to join the parts:
SMILES	NS5 inhibitors	AID2073	West Nile virus CPE	UTI89 phage lysis	RSV CPE inhibition	Large T inhibition	NTR1 ag	NTR1 ag cell count 20 µM	SIAH1 antagonists	MgcRacGAP inhibition	others
COc1cc2nc(Nc3ccc(F)cc3)nc(N)c2cc1OC	3%	-7%	-1.3%	0.5%	3.8%	7%	0.3	98	2%	6%
Cc1ccccc1NC(=O)c1nc2nccc(C)n2n1	-8%	0%	0.2%	0.3%	0.6%	8%	-1.7	61	-5%	2%
Cc1nn(-c2cc(C(F)(F)F)ccc2Cl)c2nc(C(F)(F)F)[nH]c(=O)c12	-7%	1%	1.0%	0.0%	2.1%	3%	2.4	43	6%	6%
C=C(C)CN(CC)C(=O)CSc1ccc(S(=O)(=O)N2CCN(Cc3ccccc3)CC2)cn1	-3%	/	/	0.6%[50 µM]	0.3%	/	1.7	59	/	7%
COc1cccc(/C=C/C(=O)c2c(O)cc(C)oc2=O)c1O	-18%	6%	0.4%	0.5%	?	14%	0.3	90	3%	-1%
Cc1sc2nc(SCc3nc4ccccc4[nH]3)n(Cc3ccco3)c(=O)c2c1C	-6%	-1%	/	0.0%	9.5%	8%	3.2	67	0%	-1%
O=C(CCCCCn1c(=S)[nH]c2ccc(N3CCOCC3)cc2c1=O)NCc1ccccc1	-3%	12%	-0.5%	0.9%[50 µM]	1.3%	18%	1.2	67	26%	0%
CCOc1ccccc1NC(=O)CSc1nnc(CNC(=O)c2cc(OC)c(OC)c(OC)c2)o1	0%	-4%	0.2%	0.1%	0.7%	5%	0.6	44	1%	/
Cc1cccc(C2=NN(c3ccccc3)[C@H](CO)[C@H]2c2ccccc2)c1	-5%	/	/	0.2%	/	/	3.9	78	/	11%	NS5 inhibitors pilot replicate=-4.6
Cc1ccc(NC(=O)c2ccc(-n3cccn3)nc2)cc1	-1%	36%	0.0%	-0.3%	-1.5%	10%	-0.7	41	5%	2%
O=C(Nc1ccccc1)C1=C[C@@H](c2csc3ccccc23)C[C@@H](OCc2ccc(CO)cc2)O1	-6%	9%	-0.6%	0.7%	14%	5%	15	62	0%	5%
Nc1c(S(=O)(=O)c2cccs2)c2nc3ccccc3nc2n1CCc1ccccc1	/	4%	/	/	13%	-3%	18	67	-2%	/
CC1(NC(=O)c2cccc(S(=O)(=O)N3CCN(c4ccccc4)CC3)c2)CCS(=O)(=O)C1 (stereo unspecified)	1%	/	/	1.4%[50 µM]	7.0%	3%	0.0	50	/	1%
Fc1ccc(/C=N/Nc2ccccn2)cc1	2%	-3%	-0.6%	1.3%	0.8%	6%	-0.7	91	2%	5%
Cc1ccc(-c2nnn(CC(=O)N(CC(=O)NCc3ccccc3)c3cccc(C)c3C)n2)o1	-10%	20%	0.2%	-0.6%	-0.5%	17%	2.1	74	7%	-3%
O=C(COc1ccc(Cl)cc1)Nc1ccc(C(=O)NCc2cccnc2)cc1	-1%	40%	3.1%	0.2%	-2.0%	8%	-1.8	73	4%	9%
CC1CCN(CC(C)CNC(=O)c2cc(-c3ccccn3)nc3ccccc23)CC1 (stereo unspecified)	-8%	8%	0.0%	0.6%	-0.2%	4%	2.5	65	3%	0%
O=S(=O)(NCc1ccccc1)c1cccc2nonc12	5%	10%	1.7%	2.4%	-0.2%	12%	1.2	65	0%	6%
CCCC(N)CCCCCC(=O)O (stereo unspecified)	-9%	1%	0.1%	0.2%	/	2%	/	/	-2%	5%
S=C(NCC1CCCO1)Nc1ccccc1Cl (stereo unspecified)	-5%	-5%	0.3%	3.7%	1.3%	2%	1.2	26	15%	11%
CC1(C)Oc2ccc3ccc(=O)oc3c2-c2cn[nH]c21	-17%	20%	1.1%	-0.8%	-2.8%	15%	0.4	43	2%	5%
CC1=C(C(=O)OCc2ccc(C)cc2)C(c2ccc(O)c([N+](=O)[O-])c2)NC(=O)N1 (stereo unspecified)	-4%	-1%	-0.3%	0.7%	3.1%	1%	0.8	86	10%	5%
CC(=O)Nc1cccc(NC(=O)C2CC(=O)N(CCc3ccc(F)cc3)C2)c1 (stereo unspecified)	1%	9%	0.1%	0.0%	0.4%	3%	2.2	64	3%	9%
COc1ccc(OC)c(/C=N/NC(=O)CC(=O)NC2CCCCC2)c1	3%	14%	0.3%	0.1%	1.6%	3%	0.5	51	1%	0%
CCOC(=O)C1C(C)=CC(=O)CC1c1ccco1 (stereo unspecified)	-1%	-1%	0.5%	0.8%	1.4%	2%	0.1	39	-2%	10%
CC1CCCN(C(=S)Nc2ccc(F)cc2)C1 (stereo unspecified)	/	-9%	-0.3%	0.4%	0.5%	4%	0.9	46	-4%	9%
COC(=O)c1ccc(CN2CCCC(C(=O)Nc3cccc(-n4cccn4)c3)C2)cc1 (stereo unspecified)	-5%	14%	1.3%	-0.3%	7.1%	11%	0.4	66	-5%	3%
Nc1nc(Nc2ccccc2)sc1C(=O)c1ccccc1	-1%	5%	2.2%	-0.9%	2.6%	38%	0.6	53	-2%	11%
Cc1cc(C)c2c(c1)/C(=N/NS(=O)(=O)c1ccc(Br)cc1)CCC2	-2%	-1%	/	0.7%	5.5%	-8%	22	64	4%	12%
CCOC(=O)NNc1ccc(C(F)(F)F)cn1	-2%	-9%	0.0%	0.2%	/	3%	-0.7	57	3%	12%
